# MgcRacGAP inhibition – MgcRacGAP GTPase-activating activity inhibitors, confirmation, biochemical, ADP Hunter fluorescence; MgcRacGAP-stimulated Rac1 GTP hydrolysis, ADP Hunter fluorescence; higher % means a stronger effect; GST-tagged Rac1 F28L mutant substrate; inhibition, % at 30 µM, or IC50 in µM where a hit was titrated; 0.6% of 340,000 active; AID 624330;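 active = first-screen hits whose inhibition reached a set limit at any dose in the follow-up dose series; inconclusive = inhibition above the set first-screen limit but never retested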;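 note: fluorescence reports GDP produced by GAP-driven GTP hydrolysis; strong numbers were not always called active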
# GPR35 arrestin U2OS – inhibition of zaprinast-stimulated GPR35 beta-arrestin translocation – imaging, U2OS, beta-arrestin-GFP, zaprinast agonist, primary screen (AID 2058). 0.052% of 290,000 active. U2OS GPR35 beta-arrestin-GFP translocation imaging, zaprinast antagonism; higher % means a stronger effect. inhibition, % at 10 µM; hits with a dose series show IC50 in µM;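 active = inhibition of at least 50% with at least 30 cells and total cytoplasm GFP at most 10,000,000; inconclusive = under 30 cells or total GFP of 10,000,000 plus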
# GPR55 LPI antagonism – inhibition of LPI-stimulated GPR55 beta-arrestin translocation – imaging, U2OS, beta-arrestin-GFP, LPI agonist, primary screen (AID 2013) | U2OS GPR55 beta-arrestin-GFP translocation imaging, LPI antagonism; higher % means a stronger effect | one-dose inhibition, % at 10 µM; IC50 in µM for titrated hits | 0.13% of 290,000 active;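 active = spots per cell inhibited over 60%, with over 100 cells counted and total cytoplasm intensity under 500,000; inconclusive = wells with under 100 cells, flagged as likely toxic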;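 note: U2OS cells stably carrying GPR55 and arrestin-GFP stimulated by 5 µM LPI near EC80; imaged beta-arrestin-GFP aggregate spots per cell after agonist stimulation; plate controls were LPI-stimulated DMSO wells for no effect and DMSO wells without LPI for full effect; some results filed as inactive read as strong as hits; confirmed hits need IC50 under 10 µM and bright autofluorescent wells are also inconclusive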
# RSV CPE inhibition – inhibition of RSV-induced cytopathic effect – HEp-2 cells, primary 10 µM value included (AID 2391); HEp-2 cells, RSV-induced CPE inhibition; higher % means a stronger effect; 0.13% of 310,000 active; CPE inhibition, % at 10 µM, or IC50 in µM where a hit was titrated; in the data active = a potency from the dose series; inconclusive = CPE inhibition mostly from about 23% at the one dose, without a potency; inactive = the rest, 99 in 100 with CPE inhibition below about 21%; note: strong numbers were not always called active
# K1F lysis inhibition – inhibition of K1F phage lysis, E. coli UTI89, bacterial capsule biogenesis inhibitors, alamar blue (AID 488966); E. coli UTI89 K1F phage lysis, alamar blue, 2 h; higher % means a stronger effect; one-dose inhibition, % at 100 µM; IC50 in µM for titrated hits; 0.02% of 340,000 active;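 active = phage lysis inhibition, versus mean bacterial control, above a set limit; inconclusive = no clear call, values can overlap the other calls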;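 note: capsule biogenesis inhibitors block K1F phage lysis so surviving cells raise fluorescence; higher fluorescence means more inhibition of phage lysis; actives were called in the ten point dose series up to 300 µM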
# HIV fusion peptide – cell-free HIV fusion peptide-binding blockers – biochemical, uHTS, fluorescence dequenching, primary screen (AID 1986) | cell-free peptide binding, fluorescence dequenching, 30 min; higher % means a stronger effect | inhibition, % at 20 µM, or IC50 in µM where a hit was titrated | 0.3% of 290,000 active; in the data active = inhibition mostly above about 52%, no sharp cut-off; inactive = mostly below about 76%; note: some results filed as inactive read as strong as hits
# NS5 inhibitors – flavivirus cap methylation enzyme inhibition – biochemical, confirmation dose response, primary screen (AID 588689); Dengue-2 NS5 methyltransferase capping enzyme assay, biochemical; higher % means a stronger effect; one-dose inhibition, % at 25 µM; IC50 in µM for titrated hits; 0.3% of 340,000 active; in the data active = a potency from the dose series; inconclusive = inhibition above about 29% without an active follow-up result
# SV40 large T antigen – SV40 large T antigen inhibitors, biochemical (AID 1903); inhibition, % at 20 µM, or IC50 in µM where a hit was titrated; 0.39% of 310,000 active; SV40 large T antigen ATPase/helicase inhibition assay; higher % means a stronger effect; in the data active = a potency from the dose series; inconclusive = inhibition mostly from about 32% at the one dose, without a potency; inactive = the rest, 99 in 100 with inhibition below about 32%; note: strong numbers were not always called active
# PhoP inhibition – inhibitors of PhoP regulon expression, primary screen, Salmonella Typhimurium, GFP reporter (AID 1863); S. Typhimurium PhoP-regulated promoter GFP reporter, 4 h; higher % means a stronger effect; inhibition, % at 50 µM; hits with a dose series show IC50 in µM; 0.16% of 300,000 active;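 active = inhibition over 29.93%, a cutoff 3 SD above the screen mean, later confirmed by dose response; inconclusive = inhibition over 29.93% but no dose response follow-up; inactive = inhibition at most 29.93% or unconfirmed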;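 note: 0% = low Mg2+ inducing control and 100% = high Mg2+ repressing control; strong numbers were not always called active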
# NS5 inhibitors pilot replicate – further read-out of NS5 inhibitors, marked with its call; inhibition, %; measured here: pilot screen replicate inhibition
# * hit, by the source's call; u = inconclusive; x = not tested or not shown; [ ] = another dose, or the depositor's remark.
SMILES,MgcRacGAP inhibition,GPR35 arrestin U2OS,GPR55 LPI antagonism,RSV CPE inhibition,K1F lysis inhibition,HIV fusion peptide,NS5 inhibitors,SV40 large T antigen,PhoP inhibition,others
C(=N\N1CCN(c2ccccn2)CC1)/c1cccc2ccccc12,8.0%,-5.1%,3.8%,x,-0.1%,2.1%,-5.4%,10.4%,-9.4%,
COc1ccc(NC(=O)N2CCNC(=O)C2CC(=O)Nc2ccc(F)cc2)cc1 (centres undefined),9.4%,15.1%,-4.9%,-0.4%,0.7%[50 µM],0.0%,2.6%,-0.9%,3.1%,
O=C1/C(=C/c2ccccc2O)SC(=S)N1Cc1cccnc1,9.8%,7.0%,-1.1%,2.1%,0.2%,0.5%,14.4%,21.5%,8.9%,
COCc1ccc(CN2CCCC(CCC(=O)NCc3cccc(OC)c3)C2)o1 (centres undefined),1.3%,13.3%,13.3%,0.6%,-2.7%,-0.7%,-0.7%,22.4%,3.0%,
COC(=O)c1[nH]nc(-c2ccccc2)c1-c1ccccc1,8.1%,x,x,0.7%,0.8%,x,0.8%,13.6%,x,
Cc1nc2nc(-c3ccc(Cl)cc3)cn2nc1C,-0.8%,0.6%,-5.6%,3.1%,0.3%,-0.6%,-2.1%,4.1%,3.7%,
CCOc1ccc(NC(=O)CN(c2ccc(OC)c(OC)c2)S(=O)(=O)c2ccc(C)cc2)cc1,2.9%,7.0%,8.7%,0.7%,0.7%,0.4%,-13.2%,14.4%,-6.5%,
COc1ccccc1NC(=O)Cn1nc(C(F)(F)F)c2c1CCCC2,5.8%,0.2%,7.3%,-0.5%,0.6%,1.2%,-2.1%,7.8%,0.5%,NS5 inhibitors pilot replicate=-0.3
COc1ccccc1CNCc1cc(OC)c(OC)cc1OC,21.1%,-12.8%,4.6%,-0.5%,4.2%,0.6%,-2.4%,13.6%,7.5%,
CCCc1c(C(=O)N/N=C/c2ccncc2)nnn1-c1nonc1N,10.0%,5.1%,-16.5%,x,0.0%,-0.2%,-9.3%,x,x,
CCCc1ccc(OCc2ccc(C(=O)OC)o2)c(OC)c1,-1.0%,-5.5%,2.7%,1.0%,0.5%,-1.5%,-3.4%,0.2%,-5.9%,
COc1ccc(CNc2nc3ccccc3n2Cc2ccc(Cl)cc2)cc1OC,0.8%,-7.9%,0.7%,4.1%,0.7%[50 µM],-0.9%,1.3%,14.4%,4.9%,
O=C(COc1ncnc2ccccc12)N1CCN(C(=O)c2ccco2)CC1,13.4%,9.4%,11.9%,2.0%,0.2%,-1.1%,-0.5%,3.5%,-5.5%,
Cc1ccc(C(=O)Nc2ccc(S(=O)(=O)N3CCOCC3)cc2)cc1C,1.7%,7.0%,-16.2%,3.3%,0.2%,0.7%,-4.1%,0.4%,5.2%,
O=C(Nc1ccc2c(c1)CCC2)c1cccc(F)c1,6.1%,-1.3%,-12.0%,15.8%,3.5%,0.8%,2.2%,2.2%,6.2%,
CCOc1ccc(Cc2nn[nH]n2)cc1,5.2%,-5.0%,-4.3%,1.4%,0.7%,-2.3%,-10.1%,-1.4%,-27.5%,
CCOC(=O)CSCC(=O)N1N=C(c2cccs2)CC1c1ccc(F)cc1 (centres undefined),6.2%,-6.0%,4.9%,1.4%,u,-1.2%,-0.7%,20.2%,4.6%,
CC(=O)Nc1ccc(N=Cc2c(O)c3ccccc3oc2=O)cc1,7.2%,-16.5%,-6.0%,3.6%,-0.8%[50 µM],0.1%,u,4.1%,-7.4%,
CC(=O)N1CCc2ccc(S(=O)(=O)Nc3ccccc3Cl)cc21,8.6%,9.3%,6.5%,3.5%,-0.1%,-0.1%,-0.8%,7.7%,-2.6%,
Cc1nn(C(C)(C)C)c(OC(=O)c2ccc3c(c2)OCO3)c1Sc1ccccc1,4.8%,2.7%,18.6%,16.6%,1.0%,1.3%,2.4%,3.3%,-5.0%,
O=C(c1nc2nc(-c3ccccc3)cc(C(F)(F)F)n2n1)N1CCCCC1,2.7%,8.9%,-2.4%,0.3%,-2.4%,-4.3%,-10.4%,10.8%,7.8%,
Clc1nc(NCc2cccnc2)nc(N2CCOCC2)n1,41.1%,-6.6%,-1.3%,-0.1%,4.2%,0.1%,2.4%,16.9%,7.6%,
Cc1cc(O)c(C2(O)C(=O)Nc3cc(Br)ccc32)cc1C (centres undefined),4.4%,2.1%,6.5%,0.3%,0.3%,-0.6%,-1.9%,0.6%,2.8%,
O=C(CSc1nnc2scc(-c3ccccc3)n12)Nc1ccc2c(c1)OCCO2,-2.5%,18.2%,2.2%,-0.1%,1.3%,0.1%,4.1%,1.5%,-1.4%,
CC(NC(=O)CNC(=O)c1sc2ccccc2c1Cl)c1ccc(S(N)(=O)=O)cc1 (centres undefined),0.7%,x,x,0.1%,0.6%[50 µM],x,4.3%,11.2%,-0.7%,
Cc1cc(C)n(-c2ncc(-c3ccccc3)nn2)n1,-8.9%,17.7%,0.5%,5.8%,1.3%,-2.7%,-2.2%,11.0%,-19.1%,
Cc1ccnc(NS(=O)(=O)c2ccc(NC(=O)c3ccc(S(=O)(=O)N(C)C)cc3)cc2)n1,-1.4%,-18.3%,4.3%,0.1%,0.3%,0.1%,-7.3%,6.5%,1.1%,
CN(C)C(=O)c1cc(C(=O)c2ccc(C(F)(F)F)cc2)c[nH]1,5.8%,-17.1%,3.0%,4.5%,0.4%,-1.3%,-3.9%,4.0%,-2.8%,
Cc1cc2c(cc1S(=O)(=O)CCC(=O)NC1CCC(C)CC1)OCC(=O)N2 (centres undefined),5.5%,-0.8%,10.3%,-0.1%,-3.2%,-1.1%,0.0%,12.1%,x,
COC(=O)/C(C#N)=C/c1cc(C)sc1C,2.1%,1.3%,5.5%,x,-0.7%,0.0%,-5.4%,3.3%,7.0%,

# A draw from above in order of molecular weight, lowest first:
SMILES,MgcRacGAP inhibition,GPR35 arrestin U2OS,GPR55 LPI antagonism,RSV CPE inhibition,K1F lysis inhibition,HIV fusion peptide,NS5 inhibitors,SV40 large T antigen,PhoP inhibition,others
CCOc1ccc(Cc2nn[nH]n2)cc1,5.2%,-5.0%,-4.3%,1.4%,0.7%,-2.3%,-10.1%,-1.4%,-27.5%,
COC(=O)/C(C#N)=C/c1cc(C)sc1C,2.1%,1.3%,5.5%,x,-0.7%,0.0%,-5.4%,3.3%,7.0%,
Clc1nc(NCc2cccnc2)nc(N2CCOCC2)n1,41.1%,-6.6%,-1.3%,-0.1%,4.2%,0.1%,2.4%,16.9%,7.6%,
CC(=O)Nc1ccc(N=Cc2c(O)c3ccccc3oc2=O)cc1,7.2%,-16.5%,-6.0%,3.6%,-0.8%[50 µM],0.1%,u,4.1%,-7.4%,
CC(=O)N1CCc2ccc(S(=O)(=O)Nc3ccccc3Cl)cc21,8.6%,9.3%,6.5%,3.5%,-0.1%,-0.1%,-0.8%,7.7%,-2.6%,
Cc1cc2c(cc1S(=O)(=O)CCC(=O)NC1CCC(C)CC1)OCC(=O)N2 (centres undefined),5.5%,-0.8%,10.3%,-0.1%,-3.2%,-1.1%,0.0%,12.1%,x,
Cc1nn(C(C)(C)C)c(OC(=O)c2ccc3c(c2)OCO3)c1Sc1ccccc1,4.8%,2.7%,18.6%,16.6%,1.0%,1.3%,2.4%,3.3%,-5.0%,

# Other structures follow:
SMILES,MgcRacGAP inhibition,GPR35 arrestin U2OS,GPR55 LPI antagonism,RSV CPE inhibition,K1F lysis inhibition,HIV fusion peptide,NS5 inhibitors,SV40 large T antigen,PhoP inhibition,others
CCN1CCN(c2nc(N)c([N+](=O)[O-])c(Nc3cccc(C)c3)n2)CC1,3.8%,x,3.9%,-1.1%,0.0%,-1.0%,-3.2%,3.7%,0.4%,
CC1CCC(C(C)C)C(OC(=O)C[n+]2cc(-c3ccc(Cl)cc3)n3c2CCCCC3)C1 (centres undefined),-0.3%,-0.1%,7.8%,6.5%,3.6%,0.1%,2.5%,-3.0%,-1.6%,
Cc1ccc2c(CC(=O)OCC(=O)Nc3ccc(Cl)cn3)coc2c1,5.8%,-11.6%,0.8%,1.5%,-0.2%[50 µM],1.7%,6.5%,6.3%,11.6%,
COc1ccc(NC(=O)CN(C)C(=O)Cc2ccc(-c3ccccc3)cc2)cc1,0.7%,x,x,1.0%,0.1%[50 µM],x,-4.1%,x,x,
O=S(=O)(Nc1ncccn1)c1ccc(-n2cnnn2)cc1,5.2%,-14.4%,-5.7%,-0.6%,-0.1%,0.2%,-3.9%,-0.2%,-3.5%,
O=C(NC1CCCCC1)NC1CC2CCC(C1)N2C(=O)NCc1ccccc1 (centres undefined),x,9.1%,-2.5%,3.2%,x,-1.0%,x,-0.2%,28.2%,
Cc1ccccc1CS(=O)(=O)CCC(=O)NCCCN1CCOCC1,3.5%,18.5%,-2.8%,0.4%,2.2%[50 µM],-0.9%,0.6%,3.8%,-15.4%,
COc1cccc(CNC(=O)Cn2ccc3cc(S(=O)(=O)N4CCCC4)ccc32)c1OC,1.6%,-7.9%,-7.8%,5.2%,0.2%,-1.0%,-5.3%,7.9%,-4.5%,
CCOC(=O)N1CCN(Cc2cccs2)CC1,4.0%,8.1%,0.3%,-0.5%,0.2%,-0.4%,-3.9%,5.2%,-2.2%,
CC(C)Oc1ccc(C(=O)Nc2ccccc2N2CCCC2)cc1,1.1%,5.7%,5.9%,2.7%,2.6%,-2.0%,-8.0%,17.9%,-3.5%,
COc1ccc(NC(=O)CSc2nnc(C3CC3)n2N)cc1,0.4%,1.5%,3.2%,0.0%,1.5%,-2.9%,-3.2%,-2.4%,-0.8%,
CC(C)C(=O)N1CCC(n2nccc2NC(=O)CCc2ccccc2)CC1,-11.9%,24.6%,-5.5%,-0.7%,1.0%,-0.8%,-4.4%,x,0.6%,
CCC(=O)Nc1ccc(NC(=O)c2cccc(OC)c2)nc1,7.6%,-16.0%,0.1%,0.1%,0.2%,3.2%,5.3%,5.8%,-6.3%,
COc1ccc(S(=O)(=O)N2CCOC2CNC(=O)C(=O)NCCc2ccccc2)cc1C (centres undefined),8.0%,-13.6%,1.0%,1.2%,-0.7%,0.8%,-6.9%,7.0%,x,
O=C(c1ccc(Cl)c(S(=O)(=O)N2CCOCC2)c1)N1CCN(c2ccccn2)CC1,3.7%,x,x,0.5%,0.4%[50 µM],x,6.8%,x,x,

# Assay outcomes from PubChem BioAssay.
